Pin1 inhibitor – qHTS Assay to Find Inhibitors of Pin1 | Peptidyl-prolyl cis-trans isomerase NIMA-interacting 1 (Homo sapiens), Q13526 | Pin1 FP peptide displacement, HiFluor488, 10 min | Potency, µM (highest dose often 115 µM), without a hit: top-dose activity, negative = inhibition, usual class: inhibitors | hit rate 0.009% among 390,000 | AID 504891, 2011; active = well fitted inhibition curve with a large enough effect in the polarisation, with a control signal flat, not every such curve was filed as active; inconclusive = small, poorly fitted or top-dose-only effect, or effect the other way, or a change in a side signal; inactive = no such curve, though single readings can be large or run the other way; the % refers to the polarisation; note: potency is the fitted concentration of half-maximal effect; % is set by controls: 0 for no effect and ±100 for the full control effect
PI4K2A inh – qHTS for small molecular inhibitors of PI4K2A. purified PI4K2A, ADP-Glo luminescence, 1 h; hits give low values. activity change, negative = inhibition, % at 76.9 µM. hit rate 0.13% among 420,000. AID 1346378, 2018; in the data active = activity change below about -50%; inconclusive = mostly about -30% to -49%;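 note: -100% = wells without enzyme as full effect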
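ADP-Glo luminescence measured ADP generated by PI4K2A enzyme (4 ug/mL before mixing) with 1.2 mM PI substrate (pre-mix) and 300 microM ATP (pre-mix). Tris pH7.5 buffer with MgCl2, Triton X-100; 1 h reaction at ambient temperature.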
HP1b chromo inh – HTS for Inhibitors of HP1-beta Chromodomain Interactions with Methylated Histone Tails; AlphaScreen HP1-beta / biotin-H3K9me3 peptide binding; Potency, µM (highest dose often 114 µM), inactives show at the highest dose activity change, negative = inhibition, most hits filed as inhibitors; hit rate 0.56% among 390,000; note: potency is the fitted concentration of half-maximal effect; nearly all actives have a fitted effect of over 70% in size; inactives centre near 23
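Compound inhibition of the preformed complex between 50 nM HP1-beta and 50 nM biotinylated H3K9me3 peptide was read by AlphaScreen. Buffer was PBS pH 7.4 with 0.01% Tween-20. Incubations ran 30 min at room temperature, with 10 ug/mL donor/acceptor beads.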
mIDH1 inhibitor – qHTS for Inhibitors of mutant isocitrate dehydrogenase 1 (IDH1): qHTS; AID 602179, 2012; Isocitrate dehydrogenase [NADP] cytoplasmic (Homo sapiens), O75874; hit rate 0.093% among 390,000; IDH1-R132H enzyme, NADPH consumption, diaphorase/resazurin fluorescence; Potency, µM (highest dose often 76.6 µM), inactives show at the highest dose activity change, negative = inhibition, most hits filed as inhibitors; note: potency is the fitted concentration of half-maximal effect; % is set by controls: 0 for no effect and ±100 for the full control effect; nearly all actives have a fitted effect of over 65% in size
Target sequence (O75874 whole entry R132H, stated change not applied): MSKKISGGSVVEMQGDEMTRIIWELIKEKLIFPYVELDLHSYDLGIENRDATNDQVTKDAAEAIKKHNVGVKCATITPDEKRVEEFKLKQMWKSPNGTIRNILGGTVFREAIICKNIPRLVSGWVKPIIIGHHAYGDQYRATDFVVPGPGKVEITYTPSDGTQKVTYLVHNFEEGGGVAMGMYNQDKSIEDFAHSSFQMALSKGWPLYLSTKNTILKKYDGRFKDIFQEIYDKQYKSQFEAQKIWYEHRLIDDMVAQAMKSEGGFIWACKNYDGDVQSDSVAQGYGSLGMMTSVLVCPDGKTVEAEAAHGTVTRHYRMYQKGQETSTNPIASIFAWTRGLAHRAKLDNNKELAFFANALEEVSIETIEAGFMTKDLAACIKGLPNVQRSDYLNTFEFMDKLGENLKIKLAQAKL
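IDH1-R132H (0.5 ug/mL) preincubated 30 min with compound, then NADPH (0.016 mM) and alpha-KG (2 mM) added; 80 min at RT, pH 7.5. Remaining NADPH coupled via diaphorase/resazurin to fluorescence (540/590 nm); concentration-response curves normalized to no-enzyme control.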
TrxR1 inh – qHTS Assay for Inhibitors of Mammalian Selenoprotein Thioredoxin Reductase 1 (TrxR1): qHTS; Thioredoxin reductase 1, cytoplasmic (Rattus norvegicus), O89049; recombinant rTrxR1, NADPH fluorescence consumption, selenite substrate; Potency, µM (titrated, usually from 114 µM), without a hit: top-dose activity change, negative = inhibition, most hits filed as inhibitors; hit rate 1% among 390,000; note: potency is the fitted concentration of half-maximal effect; % is set by controls: 0 for no effect and ±100 for the full control effect; nearly all actives have a fitted effect of over 65% in size
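Rat TrxR1 (90 nM in the dispensed reagent) was pre-reduced with 400 uM NADPH for 5 min at room temperature, then incubated with compound for 15 min. After 400 uM selenite was added, NADPH fluorescence (Ex 340/Em 450 nm) was followed for 8 min.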
TrxR1 substrate – qHTS Assay for Substrates of Mammalian Selenoprotein Thioredoxin Reductase 1 (TrxR1): qHTS | Thioredoxin reductase 1, cytoplasmic (Rattus norvegicus), O89049 | purified TrxR1 substrate turnover, NADPH consumption readout | Potency, µM (titrated, usually from 114 µM), without a hit: top-dose activity change, negative = substrate turnover | hit rate 0.01% among 390,000; note: potency is the fitted concentration of half-maximal effect; % is set by controls: 0 for no effect and ±100 for the full control effect; nearly all actives have a fitted effect of over 50% in size
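Rat TrxR1, dispensed at 90 nM, was prereduced with 400 uM NADPH (final) for 5 min at ~22 deg C, then incubated with compound 15 min before 400 uM selenite. A first-read NADPH fluorescence drop versus no-compound background flagged substrates.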
PGK inhibitor – qHTS Assay to Find Inhibitors of Phosphoglycerate Kinase. Phosphoglycerate kinase, glycosomal (Trypanosoma brucei brucei), P07378. PGK/GAPDH coupled, Kinase-Glo luminescence, 60 min. Potency, µM (titrated, usually from 57.5 µM), for inactives: at the highest dose activity change, negative = inhibition, most hits filed as inhibitors. hit rate 0.043% among 380,000. AID 602233, 2012; note: potency is the fitted concentration of half-maximal effect; % is set by controls: 0 for no effect and ±100 for the full control effect; nearly all actives have a fitted effect of over 60% in size
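Recombinant glycosomal PGK reaction used 1,3-bisphosphoglycerate generated in-well by GAPDH (100nM final) in 100mM TEA pH 7.6, 5mM MgCl2, 0.01% Tween-20. After 60 minutes at room temperature, ATP was read by Kinase-Glo Plus luminescence end-point.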
USP1-UAF1 inh – Inhibitors of USP1/UAF1: Primary Screen; recombinant USP1/UAF1, Ub-Rhodamine cleavage fluorescence; Potency, µM (top dose mostly 57.1 µM), for inactives: at the top dose activity change, negative = inhibition, hits mostly inhibitors; AID 743255, 2014; hit rate 0.23% among 390,000; Ubiquitin carboxyl-terminal hydrolase 1 (Homo sapiens), O94782; note: potency is the fitted concentration of half-maximal effect; % is set by controls: 0 for no effect and ±100 for the full control effect; nearly all actives have a fitted effect of over 60% in size; inactives centre near -12
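Step one: compound is pinned into 1nM USP1/UAF1 in HEPES pH 7.8 buffer with TCEP. Step two: 15 min room-temperature incubation. Step three: Ub-Rho (150nM final) starts cleavage, tracked by fluorescence over six one-minute reads.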
GLS inh – qHTS for Inhibitors of Glutaminase (GLS); Glutaminase kidney isoform, mitochondrial (Homo sapiens), O94925; GLS enzymatic activity, qHTS titration; Potency, µM (titrated, usually from 45.5 µM), for inactives: top-dose activity change, negative = inhibition, usual class: inhibitors; hit rate 0.21% among 410,000; note: potency is the fitted concentration of half-maximal effect; % is set by controls: 0 for no effect and ±100 for the full control effect
Target sequence (O94925 whole entry, looked up, canonical isoform): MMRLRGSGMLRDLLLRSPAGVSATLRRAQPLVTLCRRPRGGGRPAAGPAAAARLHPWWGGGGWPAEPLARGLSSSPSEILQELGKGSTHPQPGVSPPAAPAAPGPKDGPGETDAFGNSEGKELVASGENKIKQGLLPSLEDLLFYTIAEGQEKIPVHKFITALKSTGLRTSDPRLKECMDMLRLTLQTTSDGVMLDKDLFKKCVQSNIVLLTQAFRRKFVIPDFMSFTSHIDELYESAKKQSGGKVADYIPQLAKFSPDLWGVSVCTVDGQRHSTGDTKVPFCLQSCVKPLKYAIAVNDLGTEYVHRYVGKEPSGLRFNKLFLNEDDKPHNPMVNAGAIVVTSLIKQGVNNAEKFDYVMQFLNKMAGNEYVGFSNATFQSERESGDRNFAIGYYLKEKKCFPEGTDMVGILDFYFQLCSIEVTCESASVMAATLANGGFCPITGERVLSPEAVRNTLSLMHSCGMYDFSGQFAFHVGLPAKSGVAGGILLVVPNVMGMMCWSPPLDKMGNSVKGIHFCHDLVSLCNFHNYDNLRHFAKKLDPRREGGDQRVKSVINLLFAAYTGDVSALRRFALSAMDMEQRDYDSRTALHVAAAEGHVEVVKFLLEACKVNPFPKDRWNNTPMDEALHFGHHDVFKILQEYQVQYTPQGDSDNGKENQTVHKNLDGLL
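Enzyme dispensed in phosphate buffer (45 mM, pH 8.2, 0.02% Tween-20), compounds pinned in, then 1 mM L-glutamine solution and the glutamate oxidase–HRP–Amplex Red mix added; fluorescence read immediately and again after 30 min at room temperature.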
The depositor's hits bear a star; i = inactive; ? = inconclusive; / = not tested or not shown; & = joins results of further samples; [ ] = remark or other dose. Unless noted, calls come from the whole dose curve; as a rule, active = well fitted curve in the direction sought with a large enough effect; inconclusive = small, poorly fitted or top-dose-only effect, or another doubt; inactive = no such curve, though single readings can be large; an effect the other way counts as inactive or inconclusive. The list is partial; rates above refer to the full screens.

SMILES	Pin1 inhibitor	PI4K2A inh	HP1b chromo inh	mIDH1 inhibitor	TrxR1 inh	TrxR1 substrate	PGK inhibitor	USP1-UAF1 inh	GLS inh
CCOC(=O)c1ccc(Nc2nc3ccccc3nc2NS(=O)(=O)c2ccc(Cl)cc2)cc1	?	-2.2	76.6%[activator]	-25.4%	-3.6%	41.6%[activator]	-23.8%	?	6.7%
Nc1cc(Oc2cccnc2)cc([N+](=O)[O-])c1	1.5%	-2.8	23.6%	6.1%	15.9%[57.1 µM]	9.5%[57.1 µM]	1.8%	-14.9%	0.0%
CCCC(=O)Nc1nc2ccc(NC(=O)c3c(F)c(F)c(OC)c(F)c3F)cc2s1	-6.2%	-13.8	49.0%[activator]	-0.2%	23.2%	0.2%	-2.0%	-5.2%	-0.9%
COc1ccc(OC)c(NC(=O)C2CC(=O)n3ncnc3N2)c1 (centres undefined)	-16.5%	-1.0	12.9%	2.0%	5.9%	0.5%	1.9%	-7.6%	-5.8%
Cc1ccc(CNC(=O)CCCCn2c(=O)c3ccccc3n(Cc3ccc(C)cc3)c2=O)cc1	?	-1.1	27.2%	-4.9%	6.8%	0.5%	i	-18.8%	2.0%
COc1ccc(OC)c(-c2nc(C(N)=O)c3c(n2)n(-c2ccc4c(c2)OCO4)c(=O)n3C)c1	-2.0%	-3.0	23.2%[57 µM]	11.8%	14.5%[57.1 µM]	4.2%[57.1 µM]	-7.3%	-12.8%	8.0%
COc1ccc([N+](=O)[O-])cc1NC1CCCCC1	12.6%	1.8	81.5%[activator]	7.2%	11.7%	-0.9%	-7.0%	-25.8%	6.7%
NC(=S)NNC(=O)c1ccccc1Cl	-2.7%	1.8	31.9%	5.0%	15.9%	6.6%	4.7%	-10.5%	23.6%
COc1ccc(Cl)cc1S(=O)(=O)N1CCN(C(=O)c2cc(OC)c(OC)c(OC)c2)CC1	6.2%	3.0	22.8%	3.4%	16.6%[57.1 µM]	-6.6%	-4.1%	-19.3%	1.0%
COCCCn1c(-c2ccc(S(=O)(=O)N3CCOCC3)cc2)csc1=Nc1ccccc1	-1.3%&-5.4%	0.7&-3.0	?	0.0%&5.3%	4.2%&-11.6%	-3.8%&-17.4%	3.7%	11.9%&-6.4%	2.4%&1.6%
O=C1NC(c2ccncc2)Nc2ccccc21 (centres undefined)	-1.2%	-19.3	21.6%	-0.9%	6.9%[57.1 µM]	2.9%[57.1 µM]	-1.4%	-8.0%	10.4%
O=C(CN1CCN(c2ccc(F)cc2)CC1)Nc1ccccc1[N+](=O)[O-]	2.2%	1.3	50.1µM*	4.2%	6.9%[57.1 µM]	4.1%[57.1 µM]	-3.8%	-3.2%	-11.9%
COc1ccc([C@H]2Oc3cc(O)cc(O)c3C(=O)C2[C@@H]2C(=O)c3c(O)cc(O)cc3O[C@@H]2c2ccc(OC)cc2)cc1 (some centres undefined)	7.5%	3.5	-16.1%	?	-5.9%	-8.8%	0.4%	-25.0%	32.5%[activator]
CCCn1c(=N)c(S(=O)(=O)c2ccc(F)cc2)cc2c(=O)n3cccc(C)c3nc21	-6.8%	-19.6	41.6%[activator]	-11.8%	12.6%	35.0%[activator]	4.1%	-16.7%	11.3%
Cc1cc(C)cc(-n2c(SCC(=O)NCc3ccco3)nc3c([nH]c4ccccc43)c2=O)c1	0.7%	-7.4	13.7%[57 µM]	-2.9%	27.5%[57.1 µM]	2.4%[57.1 µM]	2.5%	-22.6%	5.4%
CCOc1ccccc1NC(=O)c1sc2nc(C)nc(N3CCOCC3)c2c1C	0.8%	-0.4	57.2%[activator]	3.8%	15.4%[57.1 µM]	13.1%[0.0914 µM]	4.6%	-16.3%	-1.3%
O=C(COc1ccccc1)N1CCc2ccccc2C1	6.3%	1.0	44.5%[activator]	4.0%	-13.1%	-12.0%	4.0%	-16.7%	-12.3%
Cc1ccccc1N(CC(=O)NC1CCCC1)C(=O)c1oc(C(C)(C)C)cc1C	0.4%	-5.9	-5.2%	3.7%	4.3%	-8.7%	-9.7%	-7.9%	1.4%
CCN1C(=O)N(CN2CCOCC2)C2C1N(CN1CCOCC1)C(=O)N2CC (centres undefined)	-3.3%	-7.5	8.1%	5.7%	20.6%[57.1 µM]	9.2%[57.1 µM]	-9.5%	-4.8%	14.1%
N#Cc1cnn(-c2ccc([N+](=O)[O-])cc2[N+](=O)[O-])c1N	/	-6.0	/	5.8%	/	/	i	-33.5%	1.9%
CC(C)CN1C(=O)c2ccc(C(=O)Nc3nccs3)cc2C1=O	5.8%	0.3	31.7%	3.0%	15.0%	-5.3%	-5.5%	3.9%	-1.5%
CCOC(=O)c1ccc(NC(=O)c2cn(CCC#N)nc2-c2ccc3c(c2)OCCO3)cc1	-1.7%	-4.4	2.7%	-5.2%	4.8%[57.1 µM]	3.1%[57.1 µM]	9.2%	-20.4%	1.1%
CC(C)Cn1c(N)c(C(=O)COC(=O)c2c(F)cccc2F)c(=O)n(C)c1=O	5.7%	1.8	55.5%[activator]	0.5%	29.9%	4.4%	-3.7%	-19.9%	-3.7%
COc1ccc(NC(=O)Cn2c(=O)n(-c3cccc(C)c3)c(=O)c3c2c2cc(C)ccc2n3C)cc1Cl	12.5%	-7.3	23.3%	-4.8%	31.5%	62.2%[activator]	i	3.3%	0.7%
CCN(CC)CCn1c(O)c(N=O)c2ccccc21	-0.9%	7.0	16.0%	0.5%	10.8%	-5.9%	-2.8%	-4.9%	44.8%[activator]
O=S(=O)(c1cccc(-c2cn3cccnc3n2)c1)N1CCCCCC1	?	4.2	50.7%[activator]	2.3%	?	252.3%[activator]	-7.0%	-2.6%	-0.7%
CCCCCCCCCCCCOC(=O)C[N+](C)(C)C	2.8%	-1.0	19.4%	-4.4%	13.4%[57.1 µM]	5.3%[57.1 µM]	0.3%	?	-11.1%
COCC(=O)N(Cc1cc2ccc(C)cc2[nH]c1=O)c1ccc(OC)cc1	-2.7%	-4.8	21.5%	3.1%	-2.4%	6.1%	0.0%	-3.4%	5.6%
Cc1ccc(S(=O)(=O)N2CCC(=O)N(CCOCc3cccc(Cl)c3)CC2)cc1	-0.6%	-3.9	29.9%	-6.3%	26.0%[57.1 µM]	10.9%[57.1 µM]	-0.8%	20.4%	4.8%
O=C(Nc1ccc2ccccc2n1)c1ccccc1Cl	-0.3%	-5.7	30.9%	13.0%	35.7%[activator]	2.8%	-14.3%	-3.7%	3.6%
CC1CSc2nnc(CCc3ccccc3)n21 (centres undefined)	-0.9%	3.7	32.4%	-12.2%	22.0%	6.1%	1.3%	-1.2%	-1.5%
O=C(NC1CCOc2ccccc21)c1ccc(=O)[nH]c1 (centres undefined)	-1.6%	4.1	34.1%	-3.0%	3.8%	-0.2%	3.2%	-5.3%	2.2%
CCC(=O)Nc1cccc(C2=NOC3(C2)C[C@H](C(N)=O)N(C(=O)CC#N)C3)c1 (some centres undefined)	-0.8%	5.3	32.9%	-11.8%	4.0%[57.1 µM]	-7.1%	i	-20.1%	0.9%
CCCCSc1nc2[nH]ncc2c(=O)[nH]1	-0.8%	-0.3	23.3%	2.5%	-17.0%	-5.1%	7.0%	-11.7%	15.9%
O=C(CN(C(=O)c1csnn1)c1cccc2c1CCCC2)NC1CCCC1	-2.3%	-2.7	22.4%	3.7%	11.9%[57.1 µM]	2.6%[57.1 µM]	i	?	3.1%
Cc1ccc(OC(=O)Cn2c(C(F)(F)F)nc3ccccc32)cc1	0.5%	2.3	28.2%	-0.6%	-2.5%[57.1 µM]	-1.0%[57.1 µM]	-6.2%	-9.8%	0.7%
CSc1ccccc1NC(=O)C1CCCO1 (centres undefined)	-5.6%	1.0	7.3%	-0.2%	3.7%	-5.5%	i	-11.7%	-2.3%
Cc1ccc(Cn2c(C3CCCN3c3nc(-c4ccc(F)cc4)cs3)nc3cc(Cl)c(Cl)cc32)cc1 (centres undefined)	37.9%[activator]	-0.7	-4.6%	7.3%	-1.1%	-5.1%[57.1 µM]	-9.2%	-26.2%	1.5%
CCCCN(C(=O)NC(=O)Nc1ccccc1C)S(C)(=O)=O	-7.4%	5.2	31.5%[activator]	0.6%	-4.0%[57.1 µM]	0.5%[57.1 µM]	4.8%	-24.6%	-4.3%
CCN1C(=O)N(S(=O)(=O)C(F)(F)F)[C@@H](c2ccccc2)C(C(=O)OC)=C1C	?	6.4	50.2%[activator]	-4.6%	-1.3%	-8.2%	4.5%	-22.7%	3.4%

Screening data from PubChem.
